# High-throughput results as filed in PubChem.
# TR SRC2 fluor cs: alters Texas Red total fluorescence, flagging assay interference | Potency, µM (highest dose often 106 µM), without a hit: top-dose fluorescence change, negative = quenching | AID 1479 | 280,000 compounds, 0.29% hits | TRb/SRC2 Texas Red total fluorescence interference; active = well fitted curve in either direction with a large enough effect; inconclusive = small, poorly fitted or top-dose-only effect
#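 Human TRβ ligand-binding domain (0.6 uM) and Texas Red SRC2 peptide (20 nM) in Tris buffer with 1 uM T3 and 5% DMSO were incubated with pinned compound for 5 hr at ambient temperature. Total fluorescence was computed as S + 2P (555/632 nm).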
# TRb-SRC2 inh: TRbeta-SRC2 interaction inhibition; P10828; TRbeta-SRC2 peptide binding, fluorescence polarization; receptor liganded with 1 µM T3; Potency, µM (highest dose often 106 µM), without a hit: at the highest dose activity change, negative = inhibition, hits mostly inhibitors; 280,000 compounds, 0.065% hits; AID 1469;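 note: plate controls were bound peptide for no effect and peptide without receptor for full effect; nearly all actives have a fitted effect of over 50% in size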
# Target sequence (P10828 whole entry, looked up): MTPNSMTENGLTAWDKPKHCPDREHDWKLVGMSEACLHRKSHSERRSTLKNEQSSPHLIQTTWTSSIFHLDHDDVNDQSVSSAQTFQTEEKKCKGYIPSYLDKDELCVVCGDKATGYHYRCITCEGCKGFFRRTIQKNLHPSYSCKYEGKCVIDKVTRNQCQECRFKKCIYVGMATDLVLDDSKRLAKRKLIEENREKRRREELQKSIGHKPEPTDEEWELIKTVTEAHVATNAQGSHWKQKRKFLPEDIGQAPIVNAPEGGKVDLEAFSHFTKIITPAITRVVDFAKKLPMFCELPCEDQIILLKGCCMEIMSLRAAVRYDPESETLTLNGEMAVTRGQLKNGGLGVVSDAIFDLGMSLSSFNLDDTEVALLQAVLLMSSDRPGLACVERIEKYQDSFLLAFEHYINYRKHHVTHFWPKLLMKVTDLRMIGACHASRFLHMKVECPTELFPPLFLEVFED
#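 TRb LBD 0.6 uM + Texas Red SRC2 peptide 20 nM, 1 uM T3, Tris buffer w/ 5% DMSO; compound pinned, 5 h RT; FP read ex 555/em 632; normalized to unbound and bound controls.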
# GoLoco inh red: RGS12 GoLoco-Gai1 interaction inhibition | 230,000 compounds, 0.44% hits | AID 880 | Potency, µM (top dose mostly 61.6 µM), for inactives: at the highest dose activity, negative = inhibition, hits mostly inhibitors | Gai1:RGS12 GoLoco peptide FP, rhodamine, 10 min; active = well fitted inhibition curve with a large enough effect, not every such curve was filed as active; inactive = no such curve, though single readings can be large or run the other way; note: nearly all actives have a fitted effect of over 30% in size; many of its hits are not listed in these tables
# Target sequence (P63096 whole entry, looked up): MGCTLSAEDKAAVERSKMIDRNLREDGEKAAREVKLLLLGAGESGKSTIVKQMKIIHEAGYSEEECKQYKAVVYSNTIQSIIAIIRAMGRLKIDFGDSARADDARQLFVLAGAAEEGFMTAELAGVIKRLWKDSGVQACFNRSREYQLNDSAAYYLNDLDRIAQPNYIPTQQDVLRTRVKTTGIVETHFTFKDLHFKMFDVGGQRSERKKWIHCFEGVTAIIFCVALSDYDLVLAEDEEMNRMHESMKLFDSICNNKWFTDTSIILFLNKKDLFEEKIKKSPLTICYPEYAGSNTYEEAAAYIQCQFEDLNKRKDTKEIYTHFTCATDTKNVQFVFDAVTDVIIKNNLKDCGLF
# RECQ1 helicase: RECQ1 (human) helicase inhibition; P46063; RECQ1 DNA unwinding, red fluorescence kinetic read; Potency, µM (titrated, usually from 57.3 µM), for the others: top-dose activity, negative = inhibition, usual class: inhibitors; 240,000 compounds, 0.54% hits; AID 2549;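 note: plate controls were vehicle for no effect and no enzyme for full effect; nearly all actives have a fitted effect of over 30% in size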
#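 RECQ1T1 50 nM; forked duplex (20 bp + 30-nt ss tails) 200 nM, ATP 2 mM final; pH 8.0, 2 mM MgCl2, 2.5 ug/ml poly(dI-dC); 15 min compound preincubation; discontinuous kinetic read over 2 h at RT.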
# L3MBTL1 inh: inhibitors of human L3MBTL1. AlphaScreen L3MBTL1–H3K9me1 peptide binding. Potency, µM (titrated, usually from 57.1 µM), inactives show at the highest dose activity, negative = inhibition, usual class: inhibitors. 230,000 compounds, 0.66% hits. AID 485360; note: nearly all actives have a fitted effect of over 60% in size
#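 Displacement of a biotinylated histone H3(1-15) peptide monomethylated at Lys9 (75 nM) from L3MBTL1 (50 nM) was measured by AlphaScreen after a 30 min room-temperature compound incubation; cefsulodin titration served as intraplate control.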
# Tau fibril FP: inhibitors of human tau fibril formation | P10636 | K18 P301L tau heparin fibrillization, Alexa594 FP, 6 h | Potency, µM (top dose mostly 57.7 µM), without a hit: at the highest dose activity, negative = inhibition, usual class: inhibitors | 280,000 compounds, 0.39% hits | AID 1468; note: nearly all actives have a fitted effect of over 55% in size
# Target sequence (P10636 561-689 P618L limits assumed): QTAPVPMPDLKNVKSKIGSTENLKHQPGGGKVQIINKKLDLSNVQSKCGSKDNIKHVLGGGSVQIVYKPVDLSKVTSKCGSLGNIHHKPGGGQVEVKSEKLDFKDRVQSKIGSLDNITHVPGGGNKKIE
#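 Compound effects on tau fibrillization are measured by Alexa 594 fluorescence polarization (ex 555, em 632 nm). K18 P301L tau is used at 15 uM with 0.24 uM labeled tracer, and 20 uM heparin induces aggregation over 6 hr at 37 C.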
# JMJD2E inh: blocks human JMJD2E demethylase activity; JMJD2E catalytic domain, FDH-coupled NADH fluorescence (FDH is formaldehyde dehydrogenase); Potency, µM (top dose mostly 57.1 µM), for inactives: top-dose activity change, negative = inhibition, actives largely listed as inhibitors; 230,000 compounds, 1.6% hits; active = well fitted inhibition curve with a large enough effect, not every such curve was filed as active; inconclusive = small, poorly fitted or top-dose-only effect, or another doubt; inactive = no such curve, though single readings can be large or run the other way;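 note: 0% = wells with enzyme and -100% = buffer wells without enzyme; nearly all actives have a fitted effect of over 50% in size; many of its hits are not listed in these tables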
# Tau fibril ThT: tau fibrillization inhibition (ThT binding). Potency, µM (titrated, usually from 57.4 µM), inactives show at the highest dose activity, negative = inhibition, hits mostly inhibitors. P10636. 270,000 compounds, 2.1% hits. recombinant tau K18 P301L (four-repeat tau fragment), heparin-induced fibrillization, ThT fluorescence; note: nearly all actives have a fitted effect of over 55% in size
#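 In this qHTS, human K18 P301L tau is incubated with compound and heparin for 6 hr at 37 C, and Thioflavin T fluorescence then reports fibril load.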
# Active calls of the source: *; i = inactive; ? = inconclusive; / = no result given; [ ] = remark or other dose. Unless noted, calls come from the whole dose curve; as a rule, active = well fitted curve in the direction sought with a large enough effect; inconclusive = small, poorly fitted or top-dose-only effect, or another doubt; inactive = no such curve, though single readings can be large; an effect the other way counts as inactive or inconclusive. Unless noted, % is set by controls: 0 for no effect and ±100 for the full control effect; potency is the fitted concentration of half-maximal effect. These rows are one share of the data; rates above refer to the full screens.
SMILES	TR SRC2 fluor cs	TRb-SRC2 inh	GoLoco inh red	RECQ1 helicase	L3MBTL1 inh	Tau fibril FP	JMJD2E inh	Tau fibril ThT
N#Cc1cc([N+](=O)[O-])cnc1N(CCO)CCO	-2.5%	-0.3%	-6.6%	-10.1%	2.3%	0.8%	-5.4%	-2.9%
Cc1c(C(=O)Nc2cccc(-c3nc4ccccc4s3)c2)oc2ccccc12	?	-2.9%	/	/	/	?	/	?
CCN(C(=O)c1cc2c(=O)n3cccc(C)c3nc2s1)c1ccc(C)c(C)c1	1.2%	9.6%	/	/	/	8.5%	/	?
COc1ccc(C(=O)Oc2ccc(/C=N/NC(=O)c3ccccc3OC)cc2[N+](=O)[O-])cc1	-0.1%	11.9%	2.0%	1.6%	4.3%	-13.8%	1.1%	?
C/C(=N\Nc1ccc(Cl)c(C(=O)O)c1)c1cc2ccccc2o1	-11.0%	-5.8%	10.8%	-2.1%	12.5%	3.0%	-26.7%	?
Cc1ccc(NC(=O)Cn2nc(C(F)(F)F)c3c2CCC3)cc1C	-1.2%	-0.4%	/	/	/	?	/	-5.5%
COCCCNCCOCCOc1ccc(C)cc1[N+](=O)[O-]	-1.3%	-5.4%	-5.8%	9.5%	-0.1%	3.5%	?	0.1%
Cn1c(=O)n(CCN2CCOCC2)c(=O)c2c1nc1n2CCCN1c1ccccc1	0.1%	1.8%	-0.6%	-3.7%	6.2%	2.7%	-4.2%	7.4%
CC(Nc1nc(N2CCN(CCO)CC2)nc2ccccc12)c1ccccc1 (stereo unspecified)	-0.8%	3.8%	1.4%	-1.2%	/	2.3%	?	-2.3%
Cc1cccc(C(=O)Nc2sc3c(c2C(=O)Nc2ccccc2)CCC3)c1	0.5%	-1.4%	/	/	/	-3.4%	/	-0.1%
CC1CC(=O)C2=C(C1)Nc1ccccc1N=C2 (stereo unspecified)	0.8%	-1.8%	3.8%	-15.3%	/	2.6%	1.3%	5.2%
COc1ccc(NS(=O)(=O)c2cccc(C(=O)N/N=C(\C)c3ccncc3)c2)cc1	-1.9%	2.1%	-2.1%	-3.4%	-3.4%	6.8%	2.2%	1.8%
Cc1ccc(C(=O)NCc2ccco2)cc1[N+](=O)[O-]	-1.8%	-14.0%	-4.4%	-1.3%	-7.2%	-0.4%	0.8%	-8.8%
CCOC(=O)Cc1nnc2c(Nc3ccccc3F)nc3nonc3n12	-1.3%	-7.4%	7.3%	-3.9%	3.2%	3.4%	5.3%	1.9%
C[N+]1(CC(=O)OCCCC2CCCCC2)CCCC1	-2.6%	-6.3%	9.6%	i	7.1%	6.8%	-16.5%	-3.5%
CC1(C)N=C(N)NC(Nc2ccc(Br)cc2)=N1	-1.3%	-7.5%	-6.1%	-3.0%	/	-4.5%	-0.6%	-1.4%
Cc1ccc(CN2CCN(CC(=O)NCCCN3CCN(c4ccc(F)cc4)CC3)C2=O)cc1	-0.9%	3.7%	-6.6%	-1.1%	-1.5%	4.6%	?	-11.1%
O=C(COC(=O)Cc1ccccc1[N+](=O)[O-])NCc1ccccc1Cl	-0.6%	-0.6%	2.4%	-6.6%	6.1%	4.3%	2.3%	-3.5%
NNC(=O)C1CC(O)CN1S(=O)(=O)c1ccc(Cl)cc1 (stereo unspecified)	-0.3%	7.7%	2.7%	6.9%	2.5%	0.4%	44.9%[activator]	-2.6%
COC(=O)/C=C/C(=O)NCc1ccco1	-1.1%	3.0%	/	i	-4.9%	4.5%	11.0%	-11.8%
CC(=O)N1CCN(C(=S)c2ccc([N+](=O)[O-])cc2)CC1	-5.8%	-6.8%	4.9%	-1.2%	1.8%	-1.4%	-5.7%	-4.5%
CCN(CC(=O)Nc1ccc(S(N)(=O)=O)cc1)S(=O)(=O)c1cc(C)ccc1OC	-2.3%	-1.1%	-1.1%	-0.2%	/	-11.6%	5.7%	-8.2%
CC1(C)CC(=O)C(CCC(=O)c2ccccc2)C(C)(C)N1 (stereo unspecified)	3.1%	4.8%	5.7%	-11.6%	0.5%	-6.3%	4.9%	1.6%
CC(=O)n1cc([C@H]2C=C(C(=O)NCc3ccccc3)O[C@@H](OCc3ccc(CO)cc3)C2)c2ccccc21	0.1%	2.9%	105.6%[activator]	2.8%	-17.5%	-11.9%	?	?
Cc1cc(C(=O)COC(=O)CC2Sc3ccccc3NC2=O)c(C)n1-c1ccc(Br)cc1 (stereo unspecified)	-1.4%	2.9%	43.6%[activator]	-0.3%	?	2.5%	2.7%	12.4%
O=C(Oc1ccc2c(c1)OCO2)C12CC3CC(CC(C3)C1)C2	-0.9%	9.3%	-4.2%	1.4%	-9.8%	2.7%	-1.8%	1.1%
COc1ccccc1NC(=O)CSCC(=O)N1c2ccccc2CCc2ccccc21	-2.9%[53 µM]	-0.7%[53 µM]	-2.8%	-14.8%	-10.5%	-5.2%	-8.9%	-11.5%
COc1ccc(CCNC(=O)COc2nncc3ccccc23)cc1	4.2%	1.1%	-2.6%	i	9.2%	-3.7%	-0.4%	-7.2%
CC(=O)Nc1ccc(NC(=O)CSc2nnc(-c3ccco3)o2)cc1	0.2%	-0.8%	4.7%	-1.2%	0.9%	-4.2%	-6.8%	-1.3%
O=C(CSc1nc2ccccc2c(=O)n1CCC(=O)NC1CCCCC1)Nc1ccccc1Cl	0.1%	2.4%	/	/	/	-4.1%	/	-9.9%

# In the list so far, 2 have a thiophene ring, fused or not.
SMILES	TR SRC2 fluor cs	TRb-SRC2 inh	GoLoco inh red	RECQ1 helicase	L3MBTL1 inh	Tau fibril FP	JMJD2E inh	Tau fibril ThT
CCN(C(=O)c1cc2c(=O)n3cccc(C)c3nc2s1)c1ccc(C)c(C)c1	1.2%	9.6%	/	/	/	8.5%	/	?
Cc1cccc(C(=O)Nc2sc3c(c2C(=O)Nc2ccccc2)CCC3)c1	0.5%	-1.4%	/	/	/	-3.4%	/	-0.1%

# Next entries.
SMILES	TR SRC2 fluor cs	TRb-SRC2 inh	GoLoco inh red	RECQ1 helicase	L3MBTL1 inh	Tau fibril FP	JMJD2E inh	Tau fibril ThT
COc1cc2c(cc1OC)CN(CCC(=O)c1ccc(Br)cc1)CC2	-3.3%	-14.7%	2.4%	-11.7%	-4.0%	11.6%	?	?
O=C(COc1ncnc2ccccc12)NCCc1ccccc1	0.1%	2.6%	4.6%	-13.3%	26.3%	-1.4%	-7.4%	-2.8%
Cc1ccc(C(=O)N2CCN(c3ccccn3)CC2)cc1	-4.3%	0.2%	7.6%	-4.7%	2.9%	7.5%	?	9.8%
COc1ccc(Cl)cc1-n1c(N)c(C(N)=O)sc1=S	1.1%	-0.7%	1.6%	-12.7%	0.2%	-11.6%	-6.0%	-3.3%
CCOCC(=O)Nc1nnc(C2CCCCC2)s1	1.7%	-5.3%	9.7%	-12.8%	3.6%	-2.1%	-0.9%	-4.6%
Brc1ccc(-c2nc(-c3ccccn3)no2)o1	0.3%	0.3%	0.8%	i	/	3.2%	-2.6%	-5.2%
COCCCNC(=O)c1cc(C(=O)c2ccccc2Br)c[nH]1	-1.8%	-2.5%	9.3%	-2.1%	11.8%	-3.4%	9.8%	5.3%
COC(=O)C1=C(NC(=O)c2cccc(OC)c2)CCS1	2.0%	-10.5%	3.1%	?	11.7%	-1.0%	-4.4%	-17.2%
COc1ccc2c(c1OC)C(=O)N1C2SC[C@H]1C(=O)NC1CC(C)(C)NC(C)(C)C1 (stereo partly specified)	-0.6%	5.5%	12.6%	13.5%	-4.6%	-6.4%	-28.0%	-17.1%
CC(=O)OCC1=C(C(=O)O)N2C(=O)C(NC(=O)Cc3cccs3)C2SC1 (stereo unspecified)	-0.2%	1.7%	-21.8%	-11.5%	/	?	?	20µM*
CCn1ncc(C2=NOC(C(=O)Nc3cccc(C(C)=O)c3)C2)c1C (stereo unspecified)	2.9%	-4.4%	3.0%	-10.5%	5.1%	-6.0%	-1.6%	-0.2%
CN(CCOc1ccc(-c2ccn(S(=O)(=O)c3ccc(Cl)cc3)n2)cc1)c1ccccn1	-0.1%	2.4%	3.1%	-11.2%	-1.3%	-10.4%	0.7%	-2.9%
CC1(C)CC(=O)c2c(O)cc(OCc3ccc(Br)cc3)cc2O1	-0.9%	-10.6%	-4.7%	-7.9%	/	-4.8%	?	-17.3%
O=C(Nc1ccncc1)c1ccccc1[N+](=O)[O-]	-3.0%	3.4%	-1.3%	1.0%	/	1.4%	8.1%	3.6%
N#Cc1ccccc1Sc1ccccc1C(=O)OCC(=O)NC1CCS(=O)(=O)C1 (stereo unspecified)	-0.2%	-0.1%	0.6%	-2.3%	-5.2%	?	0.9%	2.6%
Cc1ccc(S(=O)(=O)NC(C)C(=O)Nc2cccc([N+](=O)[O-])c2)cc1 (stereo unspecified)	1.6%	-4.1%	7.1%	2.1%	-1.8%	-1.0%	-3.2%	-7.0%
Nc1nc(OCc2ccccc2)c2[nH]cnc2n1	1.2%	4.1%	3.7%	0.4%	/	3.4%	1.5%	-9.6%
Cc1ccc(C(NC(=O)N2CCOCC2)=C(Cl)Cl)cc1F	-1.4%	2.5%	-9.8%	9.7%	/	-5.7%	7.0%	-12.3%
CCc1nc2ccc(C)cc2c(C(=O)Oc2cccc3cccnc23)c1C	0.8%	-22.6%	1.8%	-1.0%	-1.2%	-9.0%	-0.1%	4.5%
O=C1C2C3C=CC(c4ccccc4)(C2C(=O)N1c1cccc(Cl)c1)C1C(=O)N(c2cccc(Cl)c2)C(=O)C31 (stereo unspecified)	-32.0%	-0.6%	-4.7%	-10.6%	-3.2%	?	-1.2%	4.9%
CCN(C(=O)c1cc2cc(OC)ccc2oc1=O)c1cccc(C)c1	-0.8%	-8.4%	7.0%	i	/	6.8%	-12.0%	-12.9%
CC(C)CC(=O)Nc1ccc2nc(SCC(=O)N3CCCC3)sc2c1	3.9%	-9.4%	/	/	/	2.7%	/	1.0%
Cc1ccc(S(=O)(=O)/N=C(\CN2CCOCC2)N2CCCC2)cc1	2.4%	0.6%	2.1%	-5.0%	-0.9%	4.1%	-1.8%	6.8%
COc1cc(C2N=C(N)Nc3nc4ccccc4n32)ccc1OCC(=O)O (stereo unspecified)	-0.1%	2.1%	/	/	/	-3.1%	/	-3.8%
